From PubChem
HDAC3 inhib: blocks human histone deacetylase 3; recombinant HDAC3, fluorogenic peptide/trypsin coupled, fluorescence; inhibition, % at 8.3 µM; 0.15% of 320,000 active; AID 2718; in the data active = inhibition above about 26%, passing the limit was not always enough; inconclusive = no clear call, values can overlap the other calls
KCNQ1 inh: blocks the human KCNQ1 potassium channel; P51787; CHO-K1 KCNQ1, FluxOR thallium flux fluorescence; stronger effect = higher value; B-score at 10 µM; 1.3% of 310,000 active;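 active = compounds whose thallium flux B-score, printed positive for inhibition, exceeds three library SD while starting fluorescence stays within three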;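 note: channel opened by potassium depolarization with thallium stimulus after 20 min compound exposure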
KCNK3 inh: human KCNK3 channel inhibition, primary screen. O14649. CHO-KCNK3 thallium flux, FluxOR fluorescence; stronger effect = lower value. B-score at 10 µM. 0.84% of 340,000 active;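 active = B-score under library mean minus 4 SD, starting fluorescence ratio at most library mean plus 5 SD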;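 note: more negative B-score means stronger inhibition of thallium flux through KCNK3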
RGS4 block: inhibitors of human RGS4 | HEK293 M3R/RGS4 inducible, Fluo-4 calcium flux; stronger effect = higher value; triggered by carbachol at its EC20 | 0.45% of 310,000 active | B-score at 10 µM | AID 463165;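 active = B-score, a plate-corrected calcium signal, over three deviations above library mean, with baseline fluorescence within five deviations of library mean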;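 note: RGS4 expression induced by doxycycline in cells with stable M3 receptor; B-score is computed from the integrated fluorescence ratio over baseline after carbachol; higher B-score means a larger calcium signal and so more RGS4 inhibition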
hERG rescue: hERG (human) protection from proarrhythmic block. Q12809. CHO-hERG, FluxOR thallium flux, dofetilide IC70 present. activation (rescue from dofetilide block), less the hit threshold, % at 10 µM. 0.51% of 310,000 active. AID 1511;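 active = activation above the mean of controls blocked by dofetilide plus 5 SD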;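 note: thallium influx through hERG after potassium depolarization seen as dye fluorescence rise; in these data hits start at about 4.7%; inactives centre near -7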
KCNK9 block: blocks the human KCNK9 two-pore domain potassium channel; B-score at 10 µM; 1.2% of 310,000 active; HEK293 KCNK9, FluxOR thallium flux fluorescence; stronger effect = lower value; Q9NPC2; AID 488922;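 active = ratio B-score over 3 SD below the library mean, with starting fluorescence within 5 SD of its mean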;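 note: negative B-score means less thallium flux so channel inhibition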
KCNQ1 pot: potentiates or activates the human KCNQ1 potassium channel; P51787; CHO-K1 KCNQ1, thallium flux FluxOR fluorescence; stronger effect = higher value; B-score at 10 µM; 0.35% of 310,000 active; AID 2648;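 active = fluorescence ratio B-score, a plate-corrected score, at least three library SD, with initial intensity B-score within 5 SD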
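Assay system: CHO-K1 cells stably expressing KCNQ1. Medium: assay buffer for compound exposure, DMSO matched across wells. Timing: 37 °C overnight plating, 90-min dark dye load, 20-min compound pretreatment. Signal: kinetic FluxOR fluorescence, 10 s baseline plus 110 s post-stimulus.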
TMEM16A inh: inhibitors of mouse TMEM16A calcium-activated chloride channel | 1.2% of 310,000 active | normalized B-score (activity score, 25-100; higher = stronger inhibition) at 10 µM | Q8BHY3 | AID 588511 | HEK293 TMEM16A/YFP iodide influx fluorescence, ionomycin;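 active = ratio plate-corrected score three or more library SD toward inhibition, starting fluorescence score within five deviations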;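 note: score derived from kinetic fluorescence span divided by baseline fluorescence per well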
Target sequence (Q8BHY3 whole entry, looked up): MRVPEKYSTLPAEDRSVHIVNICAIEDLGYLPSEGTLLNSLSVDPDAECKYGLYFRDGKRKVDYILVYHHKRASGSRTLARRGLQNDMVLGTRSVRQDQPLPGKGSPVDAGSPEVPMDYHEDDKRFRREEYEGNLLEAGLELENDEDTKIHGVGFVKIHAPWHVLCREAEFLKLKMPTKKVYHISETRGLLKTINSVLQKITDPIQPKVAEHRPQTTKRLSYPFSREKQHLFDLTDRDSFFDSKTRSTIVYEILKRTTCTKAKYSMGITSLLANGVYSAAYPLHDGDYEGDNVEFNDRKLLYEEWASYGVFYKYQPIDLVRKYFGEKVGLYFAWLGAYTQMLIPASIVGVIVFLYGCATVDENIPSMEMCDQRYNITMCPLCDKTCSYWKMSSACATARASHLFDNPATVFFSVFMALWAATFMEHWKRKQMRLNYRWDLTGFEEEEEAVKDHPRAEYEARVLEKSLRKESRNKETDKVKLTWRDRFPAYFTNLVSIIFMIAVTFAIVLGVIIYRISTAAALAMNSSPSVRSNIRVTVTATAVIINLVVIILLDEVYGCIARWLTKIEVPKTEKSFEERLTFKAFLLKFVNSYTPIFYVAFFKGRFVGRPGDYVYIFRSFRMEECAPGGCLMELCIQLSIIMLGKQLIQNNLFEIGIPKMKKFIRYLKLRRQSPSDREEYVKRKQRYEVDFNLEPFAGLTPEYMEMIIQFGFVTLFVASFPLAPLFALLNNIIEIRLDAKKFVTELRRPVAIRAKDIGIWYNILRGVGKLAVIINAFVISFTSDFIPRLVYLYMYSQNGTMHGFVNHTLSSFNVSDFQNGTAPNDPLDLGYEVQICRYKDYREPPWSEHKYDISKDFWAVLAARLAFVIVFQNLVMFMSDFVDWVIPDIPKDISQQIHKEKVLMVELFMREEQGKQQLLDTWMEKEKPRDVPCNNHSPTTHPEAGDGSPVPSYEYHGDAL
TMEM16A act: mouse TMEM16A channel activation, primary screen; Q8BHY3; HEK293 TMEM16A/YFP-H148Q/I152L, iodide quench fluorescence; stronger effect = lower value; B-score at 10 µM; 0.3% of 340,000 active; AID 623877;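 active = fluorescence-ratio B-score plate-corrected deviation score at least 3 library SD below zero, with starting fluorescence score within 5 deviations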;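 note: channel opened by trigger with iodide after compound preincubation; score built on the fluorescence ratio of max minus min over baseline; more negative score means more quench and so TMEM16A activation or potentiation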
RGS4 act: potentiators or activators of RGS4; HEK293 M3R/inducible RGS4, carbachol calcium flux Fluo4; stronger effect = lower value; B-score at 10 µM; 0.92% of 310,000 active;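 active = B-score of the integrated calcium signal more than 4 SD below the library mean, with starting fluorescence not abnormally high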;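 note: negative B-score means reduced calcium response which marks RGS4 activation or potentiation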
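Material: M3R-expressing HEK293 line, RGS4 induced by doxycycline | Schedule: Overnight RGS4 induction, 30 min dye load 37 °C, 20 min compound RT | Measured by: Fluo4 fluorescence kinetic imaging of calcium | Read-out: Integrated calcium ratio converted to B score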
SKKanGAS inh: inhibitors of SKKanGAS S. pyogenes growth in kanamycin (SK-promoter or general growth effect) | 1.3% of 300,000 active | AID 1662 | BacTiter-Glo, 6 h | inhibition, % at 7.5 µM;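 active = mean replicate score, as percent of positive control median, at least 50; inconclusive = mean below 50 but one replicate at or above 50; inactive = mean and every replicate below 50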;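 note: strain carries kanamycin resistance gene driven by streptokinase promoter and grows in 40 µg/ml kanamycin; loss of luminescence reflects streptokinase promoter inhibition or plain growth inhibition; 0% = median of DMSO wells and 100% = positive control at its reference dose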
Starred values were filed as active, the others as inactive; i = inactive; u = inconclusive; x = no result given. Compounds were not picked by outcome; 6.3% or so of the library scored in one or more.

smiles	KCNK9 block	hERG rescue	RGS4 act	SKKanGAS inh	TMEM16A act	KCNQ1 inh	KCNQ1 pot	KCNK3 inh	TMEM16A inh	HDAC3 inhib	RGS4 block
O=C(NC1CCSc2ccccc21)c1cc([N+](=O)[O-])ccc1N1CCOCC1 (stereo not drawn)	i	-11	i	-15	i	i	i	i	i	3	i
O=C(COC(=O)CNC(=O)c1ccco1)NCCN1C(=O)CSC1=O	i	-14	i	2	i	i	i	i	i	-4	i
Cc1ccc(S(=O)(=O)Nc2cccc(NC(=O)CN3CCCCC3)c2)cc1	i	-10	i	-3	i	i	i	i	i	5	i
CC1=CC(C)(C)N(S(=O)(=O)c2ccc(C)cc2)c2ccc(C)cc21	i	-13	i	5	i	i	i	i	25*	4	i
Cc1cc2ccccc2c(=O)n1CC(=O)NC1CCCCCC1	i	-4	i	2	i	i	i	i	i	-7	i
COc1ccc(S(=O)(=O)N2CCN(C(=S)NCCc3ccccc3)CC2)cc1	i	-5	i	0	i	i	i	i	i	x	i
COc1cc(C)ccc1OCc1cc(C(=O)NCCN2CCCC(O)C2)no1 (stereo not drawn)	i	-10	i	1	i	i	i	i	i	-3	i
COC(=O)N1C(=O)[C@@](CC(C)C)(c2ccccc2)N1C(=O)OC	i	0	i	1	x	i	i	x	i	11	i
Cc1cc2c(cc1S(=O)(=O)N1CCN(c3ccccc3F)CC1)OCC(=O)N2	i	-3	i	-5	i	i	i	i	i	-9	i
CCOC(=O)C1=C(C)N=c2s/c(=C/c3ccc(OCC(=O)O)c(OC)c3)c(=O)n2C1c1ccc(Cl)cc1 (stereo not drawn)	i	-8	i	52*	i	i	i	i	i	7	i
COc1cc(C(=O)NCCOc2ccc(F)cc2)c(Br)c(OC)c1OC	i	-21	i	-5	i	i	i	i	i	1	i
COc1ccccc1N1C(=O)c2cccc3cccc(c23)C1=O	i	-4	i	-4	i	i	i	i	i	-3	i
CCOC(=O)c1cc(CC)sc1NC(=O)COC(=O)c1cc[n+]([O-])cc1	i	-20	i	10	i	i	i	i	i	-3	i
CCc1ccc(C(=O)Nc2cc3c(cc2Cl)OCCCO3)cc1	i	-4	i	-24	i	i	i	i	i	-1	i
O=c1c2ccccc2nc2n1-c1ccccc1CCC2	i	-11	i	x	i	i	i	i	i	-4	i
CCc1ccc(N=c2c([N+](=O)[O-])nn(-c3ccc4c(c3)OCCO4)n2O)cc1	i	-15	i	9	i	i	i	i	i	-2	i
Cc1nn(Cc2cccc(C(=O)Nc3ccn(Cc4ccccc4F)n3)c2)c(C)c1[N+](=O)[O-]	i	-5	i	7	i	i	i	i	i	-1	i
COc1ccc(/C=N/n2cnc3c([nH]c4ccc(F)cc43)c2=O)cc1CN1CCCC1	i	-20	i	-7	i	i	i	i	i	x	i
C=CCNC(=O)c1ccc(CN(c2ccc(OCC)cc2)S(=O)(=O)c2ccc(C)cc2)cc1	i	-2	i	5	i	i	i	i	i	16	i
Cc1c(NC(=O)COC(=O)c2ncc(Cl)c(Cl)c2Cl)c(=O)n(-c2ccccc2)n1C	i	-17	i	-5	i	i	i	i	i	0	i
CCN(CC)S(=O)(=O)c1ccc2c(c1)nc(SC(C)C(=O)NCC1CCCO1)n2CC (stereo not drawn)	i	-11	i	3	i	i	i	i	i	3	i
O=C(NC1CCCC1)C(c1cccnc1)N(Cc1ccccc1)C(=O)c1csnn1 (stereo not drawn)	i	-7	i	-12	i	i	i	i	i	6	i
CCc1cc(C(=O)N2CCN(c3ncccn3)CC2)sc1C	i	-14	i	-5	i	i	i	i	i	-2	i
O=C(CCN1C(=O)C2CCCCC2C1=O)Nc1ccc(Br)cc1F (stereo not drawn)	i	-11	i	-3	i	i	i	i	i	7	i
O=C(Nc1ccc(-c2nc3ccccc3s2)c(OC(=O)c2ccccc2)c1)c1ccccc1	i	-8	i	2	i	i	i	i	i	1	i
C[C@]12CC[C@@H]3c4ccc(O[C@@H]5O[C@H](C(=O)O)[C@@H](O)[C@H](O)[C@H]5O)cc4CC[C@H]3[C@@H]1C[C@@H](O)[C@@H]2O	i	-2	i	-3	i	i	i	i	i	-5	i
O=C(CN1C(=O)C2CC=CCC2C1=O)OCc1cc(=O)n2cc(Br)ccc2n1 (stereo not drawn)	i	-3	i	0	i	i	i	i	i	-4	i
C=CC(=O)NC(C)(C)CCN1CCOCC1	i	-1	i	-1	i	i	i	i	i	-3	i
CCOC(=O)CCNCC1COc2ccccc2O1 (stereo not drawn)	i	-11	i	-13	x	i	i	i	i	-1	i
COc1ccccc1CC1(C)NC(=O)N(CC(=O)N2CCc3ccccc3C2)C1=O (stereo not drawn)	i	-19	i	-11	i	i	i	i	i	6	i
CCn1cc(S(=O)(=O)CC(=O)Nc2ccc(C)cc2)c2ccccc21	i	-8	i	-2	i	i	i	i	i	-1	i
O=C1N=C(N2CCN(c3cccc4ccccc34)CC2)S/C1=C/c1cccs1	i	-8	i	31	i	i	i	i	i	-2	i
Cc1ccc(Cl)cc1N1CCN(CC(=O)Nc2ccc(CN3CCCCC3)cc2)CC1	i	-14	i	2	i	i	i	i	i	2	i
Cc1cccc(CNC(=O)c2ccc3nc(Cc4ccccc4F)oc3c2)n1	i	-8	i	5	i	i	i	i	i	-1	i
O=C(Nc1cc(Cl)ccc1-n1cncn1)c1ccc([N+](=O)[O-])o1	i	-8	i	u	i	i	i	i	i	6	i
O=c1c(Cl)c2oc3ccccc3nc-2c2ccccc12	i	-7	i	u	i	i	i	i	i	-10	i
C/C(=N/NS(=O)(=O)c1ccc(C)c(C)c1)c1ccncc1	i	-10	i	-11	i	i	i	i	i	-1	i
Cc1nccc(-c2cccc(NC(=O)Nc3ccc(Cl)cc3)c2)n1	i	-9	i	-6	i	8*	i	i	i	-4	i
N/C(=N\OC(=O)COc1ccc2ccccc2c1)c1ccncc1	i	-15	i	-9	i	i	i	i	i	-1	i
COc1cc([N+](=O)[O-])ccc1NC(=O)CSc1nccn1C	i	-7	i	0	i	i	i	i	i	6	i
COC(=O)c1ccccc1NC(=S)NC(=O)c1ccccc1	i	0	i	3	i	i	i	i	i	-8	i
O=C(COC(=O)c1ccccc1NCCO)Nc1cccc(S(=O)(=O)NC2=NCCCCC2)c1	i	-16	i	1	i	i	i	i	i	-30	i
O=C(c1ccc(Br)o1)N1CCN(C/C=C/c2ccccc2)CC1	i	-7	i	4	i	i	i	i	i	2	i
Nc1nnc(SCc2ccccc2F)s1	i	-4	i	20	i	i	i	i	i	14	i
Cc1cccc(N2C(=O)CC(N3CCC(c4nc5ccccc5[nH]4)CC3)C2=O)c1 (stereo not drawn)	i	-12	i	4	i	i	i	i	i	-1	i
Cc1sc2ncnc(N3CCC(C(=O)N(C)CC(=O)Nc4ccccc4Br)CC3)c2c1C	i	-21	i	-5	i	i	i	i	i	-3	i
Cc1ccc(C)c(SCC(=O)OCC(=O)NCc2ccccc2)c1	i	-11	i	7	i	i	i	i	i	8	i
COc1ccccc1NC(=O)C(C/C=C(/C)Cl)C(C)=O (stereo not drawn)	i	-12	i	2	i	i	i	i	i	-3	i
CC1=C(C)CC(C(=O)c2ccccc2)C(C(=O)O)C1 (stereo not drawn)	i	-8	i	-11	i	i	i	i	i	-1	i
O=C(COC(=O)Cn1cnc2ccccc2c1=O)NCCC1=CCCCC1	i	-6	i	-5	i	i	i	i	i	12	i
CN1CCc2c(sc(/N=C/c3cc(C(C)(C)C)ccc3O)c2C#N)C1	i	-12	i	4	i	i	i	i	i	2	i
CSc1nc(N(C)C)nc(N2CC(=O)N(CCNS(=O)(=O)c3ccc(C)cc3)C2=N)n1	i	-12	i	0	i	i	i	i	i	-2	i
COc1ccc(OC)c(NC(=O)C2CCCC2)c1	i	-10	i	-5	i	i	i	i	i	1	i
CC(C)S(=O)(=O)N1CCCC(C(=O)c2cccc(Cl)c2)C1 (stereo not drawn)	i	-8	i	0	i	i	i	i	i	2	i
O=C(Oc1cccc([N+](=O)[O-])c1)c1cc(-c2ccccc2)nc2ccccc12	i	-13	i	-3	i	i	i	i	i	7	i
O=C1c2ccccc2C(=O)N1Cc1cc(-c2ccc(Cl)cc2)no1	i	4	i	-11	i	i	i	i	i	-5	i
Cc1ccc(Sc2c(C=O)c3ccccc3n2C)cc1	i	-9	i	32	i	i	i	i	i	-1	i
CCn1ncc(Br)c1C(=O)Nc1cc([N+](=O)[O-])ccc1C	i	-10	i	3	i	i	i	i	i	3	i
Cc1noc(C)c1COc1ccc(C(=O)N2CCN(c3ccccc3F)CC2)cc1	i	-14	i	-7	i	i	i	i	i	x	i
CC(C)(CO)NCC(O)COc1ccc2c(c1)CCC2 (stereo not drawn)	i	-11	i	-11	i	i	i	i	i	-4	i

(list continues)
smiles	KCNK9 block	hERG rescue	RGS4 act	SKKanGAS inh	TMEM16A act	KCNQ1 inh	KCNQ1 pot	KCNK3 inh	TMEM16A inh	HDAC3 inhib	RGS4 block
CCCSc1ncc(Cl)c(C(=O)Nc2ccc(S(=O)(=O)Nc3ncccn3)cc2)n1	i	-11	i	8	i	i	i	i	i	x	i
COc1ccc(CC(=O)NCc2cn3ccsc3n2)cc1	i	-4	i	2	i	i	i	i	i	0	i
O=C(N/N=C/c1ccco1)c1cc(C2CC2)nc2ccccc12	i	-11	i	-1	x	i	i	x	i	-1	i
Cc1cc(-c2onc(C)c2C(=O)Oc2ccc(Cl)cc2)no1	i	-5	i	0	i	i	i	i	i	10	i
CCOC(=O)N1CCC(NCc2c(C(=O)N(C)Cc3ccccc3)nc3ccccn23)CC1	i	-12	i	-14	i	i	i	i	i	2	i
CCc1nn(CC(=O)NCCCN2CCN(CC)CC2)c(=O)c2cc3occc3n12	i	-5	i	1	i	i	i	i	i	3	i
CSc1nc(-c2ccccc2)c2cc(Cl)ccc2n1	i	-8	i	x	i	i	i	i	i	5	i
CON/C=C(\C=Nc1ccccc1)c1ncc(C(F)(F)F)cc1Cl	i	-16	i	-4	i	7*	i	i	i	6	i
COCCCn1cnc2oc3nc4ccccc4nc3c2c1=O	i	-5	i	-12	i	i	i	i	i	-16	i
